IDE act – boosts human insulin-degrading enzyme activity in HEK cells; FAbeta-B cleavage, fluorescence polarization; 0% vehicle, 100% cell-free pure enzyme wells; activation, % at 5.96 µM; 0.073% of 340,000 active; AID 493087;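 active = activation above the mean of all tested compounds plus 3 SD, set per screening campaign, cut at about 17% in these data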
Target sequence (P14735 whole entry, looked up): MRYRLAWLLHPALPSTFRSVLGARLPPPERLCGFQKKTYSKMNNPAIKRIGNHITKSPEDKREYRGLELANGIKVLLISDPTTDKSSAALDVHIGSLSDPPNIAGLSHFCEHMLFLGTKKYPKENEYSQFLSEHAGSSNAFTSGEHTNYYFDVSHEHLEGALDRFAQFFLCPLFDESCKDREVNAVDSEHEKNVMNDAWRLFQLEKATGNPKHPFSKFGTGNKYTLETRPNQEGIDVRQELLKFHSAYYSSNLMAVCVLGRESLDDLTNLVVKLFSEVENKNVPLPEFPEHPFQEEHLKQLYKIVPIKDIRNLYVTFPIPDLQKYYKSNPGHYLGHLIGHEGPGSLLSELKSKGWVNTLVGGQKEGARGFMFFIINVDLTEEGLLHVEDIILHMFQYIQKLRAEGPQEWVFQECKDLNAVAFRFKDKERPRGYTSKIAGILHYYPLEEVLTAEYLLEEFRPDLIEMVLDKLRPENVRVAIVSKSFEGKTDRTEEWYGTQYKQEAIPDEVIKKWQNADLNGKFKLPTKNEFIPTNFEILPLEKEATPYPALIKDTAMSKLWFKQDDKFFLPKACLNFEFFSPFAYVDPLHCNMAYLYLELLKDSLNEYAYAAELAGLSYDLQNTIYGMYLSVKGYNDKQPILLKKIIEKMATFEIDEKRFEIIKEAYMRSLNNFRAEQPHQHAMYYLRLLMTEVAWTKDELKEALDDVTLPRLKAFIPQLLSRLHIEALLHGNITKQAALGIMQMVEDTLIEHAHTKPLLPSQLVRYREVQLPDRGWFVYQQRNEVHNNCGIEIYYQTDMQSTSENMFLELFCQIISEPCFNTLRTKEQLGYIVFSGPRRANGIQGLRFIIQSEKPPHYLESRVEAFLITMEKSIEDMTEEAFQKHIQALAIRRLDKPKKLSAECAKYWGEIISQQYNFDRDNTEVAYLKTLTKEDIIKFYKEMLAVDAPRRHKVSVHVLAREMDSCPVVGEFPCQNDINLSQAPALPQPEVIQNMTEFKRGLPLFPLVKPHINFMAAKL
GalR3 antag – human GalR3 antagonism; HEK293 GalR3-CNG cAMP membrane potential fluorescence; galR3 body fused to GalR1 C-terminus; 0.44% of 360,000 active; inhibition, % at 3 µM; AID 651719;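 active = inhibition above the screen-wide average plus 3 SD, cut at about 13% in these data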;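 also: forskolin and galanin both at EC90 stimulate the cells; cAMP rise reported by CNG channel membrane potential dye signal; 0% = forskolin plus galanin with DMSO and 100% = forskolin alone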
PHOSPHO1 inh – blocks human PHOSPHO1 phosphatase activity | Q8TCT1 | recombinant PHOSPHO1, absorbance phosphatase assay | inhibition, % at 13.3 µM | 1.1% of 290,000 active | AID 1565; in the data active = inhibition above about 60%
M4 PAM – positive allosteric modulators of human muscarinic M4 receptor; CHO-K1 hM4/Gqi5, Fluo-8 calcium fluorescence, ACh EC20; 0% = ACh EC20, 100% = maximal ACh; activation, % at 3 µM; 0.4% of 360,000 active; AID 624126;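 active = activation above its plate's cutoff, the mean activation of sample wells plus 3 SD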; also: some results filed as inactive read as strong as hits
CRFR2-BP ag – CRF-BP/CRF-R2 complex agonism | HEK293 CRF-R2/CRF-BP, calcium dye fluorescence (FLIPR); percent of saturating CRF peptide response | 0.46% of 350,000 active | activation, % at 13.2 µM;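 active = activation of at least 50%, plus an integration ratio under a set limit after plate pattern correction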;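 also: plate controls were neutral control wells without compound for no effect and CRF at EC100 for full effect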
pCIP destab – lowers stability of the mouse p/CIP coactivator protein; Q05BA5; F442A p/CIP-EGFP cells, EGFP fluorescence, 16 h; decrease of EGFP signal, % at 10 µM; 0.01% of 290,000 active; AID 1984;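 active = EGFP signal decrease of at least 30% at 10 µM or well 3 SD below plate mean, unless failing retest; inactive = the rest, including hits failing retest or dose response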; also: some compounds called inactive have numbers as strong as hits; many of its hits are not listed in these tables
IDE inh – cellular human IDE inhibition; P14735; HEK cells, FAbetaB cleavage, fluorescence polarization; inhibition, % at 5.59 µM; 0.41% of 320,000 active; AID 434962;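 active = percent inhibition above the average of all tested compounds plus 3 SD, set per screening campaign, cut at about 16% in these data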;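 also: IDE supplied by intact live HEK cells; FP after avidin binding of uncleaved biotin substrate so inhibition keeps polarization high; 0% = DMSO wells and 100% = 60 µM reference IDE inhibitor Ii1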
MEKK3 PB1 HTS – MEKK3-MEK5 PB1 interaction, increase or decrease; bead-based flow cytometry, Alexa488-MEK5 binding to MEKK3; actives lie on both sides; 0 = blocked by unlabeled MEK5, 100 = vehicle; 1.4% of 290,000 active; Q99759; binding response (% of control), % at 10 µM;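 active = binding response more than 3 SD above or below the average of its plate-row segment, actives on both sides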;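 also: Alexa488 bead fluorescence after subtracting the streptavidin-only scavenger bead signal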
CRFBP-R2 block – blocks CRF-induced signaling of the CRF-BP/CRF-R2 complex. HEK293 CRF-R2/CRF-BP, CRF-induced calcium fluorescence. inhibition, % at 11.8 µM. 0.59% of 350,000 active. AID 588475;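 active = inhibition of the ligand-induced calcium signal above about 50% at the single tested concentration, limit read from the data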
An asterisk follows results filed as active; . = not tested or not shown.

SMILES	IDE act	GalR3 antag	PHOSPHO1 inh	M4 PAM	CRFR2-BP ag	pCIP destab	IDE inh	MEKK3 PB1 HTS	CRFBP-R2 block
COc1ccc(/C=N/NS(=O)(=O)c2ccc(C)cc2)cc1	6	-6	-3	-1	-3.5	-17	-4	101	11
Cc1nc(NCc2cccnc2)c2c3c(sc2n1)CC(C)CC3 (configuration not stated)	-6	-7	-6	-4	-1.7	-19	15	102	-4
O=C(CCCn1c(=S)[nH]c2ccccc2c1=O)N1CCCCC1	1	-4	14	3	0.9	0	-2	99	4
CC(=O)Nc1ccc(NC(=O)COc2ccc([N+](=O)[O-])cc2)cc1	5	0	-31	-6	-1.1	1	-3	94	60*
Cc1cccc(Nc2ccccc2)c1	-1	-2	29	2	3.4	2	2	103	0
CCc1ccc(NC(=O)CSC2=C(C#N)C(c3ccco3)C3=C(CCCC3=O)N2)cc1 (configuration not stated)	-5	-3	16	1	17	-5	6	101	-22
COC(=O)[C@H](CCSC)NS(=O)(=O)c1ccccc1Br	1	-10	22	9	-3.6	-8	-4	107	6
COc1ccc(/C=N/NC(=O)Cn2ccnc2C)cc1OC	.	-4	-14	-3	-1.5	0	5	98	-7
O=C1NC(=S)N/C1=C\c1ccccc1OCc1ccc(C(=O)O)cc1	0	-1	32	4	1.4	-14	-5	100	-6
COc1cc(/C=N/NC(=O)C(N)=O)ccc1OCC(=O)N1C(C)CCCC1C (configuration not stated)	0	-5	-19	-2	4.2	-3	-8	106	1

Sorted by the number under CRFBP-R2 block (lowest first): 4 from the list above
compound	IDE act	GalR3 antag	PHOSPHO1 inh	M4 PAM	CRFR2-BP ag	pCIP destab	IDE inh	MEKK3 PB1 HTS	CRFBP-R2 block
CCc1ccc(NC(=O)CSC2=C(C#N)C(c3ccco3)C3=C(CCCC3=O)N2)cc1 (configuration not stated)	-5	-3	16	1	17	-5	6	101	-22
Cc1cccc(Nc2ccccc2)c1	-1	-2	29	2	3.4	2	2	103	0
O=C(CCCn1c(=S)[nH]c2ccccc2c1=O)N1CCCCC1	1	-4	14	3	0.9	0	-2	99	4
COC(=O)[C@H](CCSC)NS(=O)(=O)c1ccccc1Br	1	-10	22	9	-3.6	-8	-4	107	6

Going on with the list.
SMILES	IDE act	GalR3 antag	PHOSPHO1 inh	M4 PAM	CRFR2-BP ag	pCIP destab	IDE inh	MEKK3 PB1 HTS	CRFBP-R2 block
COC(=O)CN(C)C1CC(=O)N(c2ccc(Cl)cc2)C1=O (configuration not stated)	-3	-4	32	-4	0.4	5	1	100	15
Cc1ccc(S(=O)(=O)/N=C2/NC(=O)/C(=C/c3ccc(Br)o3)S2)cc1	-2	4	21	6	-1.7	-8	-2	98	55*
Nc1nc(SCC(=O)N2CCN(c3ccccc3)CC2)n[nH]1	-2	-2	22	5	-1.3	4	6	105	0
O=C(Nc1ccc2c(c1)OCO2)c1cc(-c2ccncc2)nc2ccccc12	4	3	5	0	0.4	1	4	97	-6
COc1ccc(OC)c(N(CC(=O)N2CCCCC2)S(=O)(=O)c2ccc(OC)c(OC)c2)c1	-3	0	0	-7	2.6	-1	-3	111	-21
OC(CNCc1ccc(Cl)cc1)(c1ccccc1)c1ccc(F)cc1 (configuration not stated)	-2	-5	12	-22	0.4	-20	-6	102	-23
Cc1sc2nc(CN3CCCC3)nc(N3CCN(C(=O)c4ccco4)CC3)c2c1C	0	-6	28	-6	-1.1	-3	6	101	-2
COC(=O)c1cc(=O)nc2sccn12	3	2	-16	16	0.6	-8	3	102	15
COCCNC(=O)c1ccccc1NC(=O)COc1ccccc1	6	-1	-10	-9	-2.0	3	-5	103	9
O=C(CSc1nnc(C2CC2)n1C1CC1)c1ccc(Br)s1	6	-1	.	-2	-0.6	.	-5	.	-1
Cc1cccc(C)c1NC(=S)N1CCCN(C)CC1	8	-4	49	-3	-2.0	7	0	105	7
CN1C(=O)C(C(=O)Nc2ccccc2F)c2ccccc21 (configuration not stated)	3	-1	12	6	-1.0	6	0	95	-1
COc1cc(C(=O)N2CCOC23CCN(Cc2ccccc2)CC3)cc(OC)c1OC	.	8	.	-7	0.7	.	.	.	-18
COC(=O)C(=O)Nc1nnc(COc2ccccc2)s1	9	-3	24	-3	1.8	-20	-2	97	26
CSc1ccc(/C=N/S(=O)(=O)c2ccccc2)cc1	-4	-12	22	-4	1.1	4	0	105	-6
O=C(C=C(C(=O)c1ccccc1)c1ccccc1)c1ccccc1	3	-6	.	-6	0.6	.	.	.	30
Cc1cc(C(=O)COC(=O)c2ccc3c(c2)OCO3)c(C)n1CC1CCCO1 (configuration not stated)	1	-6	20	-2	0.5	-10	-3	102	-8
Cc1cccc(C)c1N(CC(=O)Nc1cccc(N(C)S(C)(=O)=O)c1)S(C)(=O)=O	1	-3	1	8	1.1	-2	1	107	-20
Cn1cccc1C(=O)C(=O)Nc1cc(Cl)cc(Cl)c1	3	-2	7	-2	-1.0	-17	-3	102	23
O=C(NNC(=O)c1ccc2nonc2c1)Nc1ccc(Cl)cc1	.	-5	13	-4	-0.2	6	5	103	-12
C=C(C)n1c(=O)n(Cc2ccc(C)cc2)c2ccccc21	3	-11	11	-5	1.4	1	-5	100	4
CC1(C)CC[C@]2(C(=O)O)CC[C@]3(C)C(=CCC4[C@@]5(C)CC[C@H](O)C(C)(C)C5CC[C@]43C)C2C1 (some centres not stated)	-1	-2	35	7	-1.7	-1	3	99	9
Clc1ccc(Nc2nc3cccnc3s2)cc1	4	-2	53	-1	-0.4	14	1	94	-13
CCN(CCO)C(=O)CC(c1ccccc1)c1cc(Br)ccc1O (configuration not stated)	7	-2	6	2	-2.8	-10	0	104	-16
CN(C)c1ccc(/C=C(\NC(=O)c2ccccc2)C(=O)NCc2cccnc2)cc1	0	-8	39	-9	2.0	-10	-1	101	-17
Cc1ccc(CSC2=NCCN2C(=O)C(C)Oc2ccccc2)cc1 (configuration not stated)	2	-2	11	8	4.2	-8	2	119	6
COc1ccc(CCNS(=O)(=O)c2ccc3c(c2)OCCO3)cc1	6	0	-1	5	-0.3	2	4	.	5
O=C(Cn1cnc2cc([N+](=O)[O-])ccc2c1=O)NCc1ccc(Cl)cc1	2	2	35	-3	0.2	10	-6	107	-11
O=C(Nc1ccc(N2CCCC2)c(Cl)c1)c1ccc([N+](=O)[O-])o1	5	-2	4	-1	-0.4	-18	.	98	-6
Cn1c(O)c(N=Nc2ccc(F)cc2)c2ccccc21	5	-7	36	4	0.2	8	3	107	-42
Cc1nc(N)nc(N/N=C/c2c(F)cccc2Cl)n1	2	-7	38	5	0.3	-6	-4	110	0
Cc1ccc2cc(C#N)c(SCc3nnc(-c4ccccc4[N+](=O)[O-])o3)nc2c1	2	-3	-63	4	0.5	-2	2	103	-16
OC(COc1ccccc1)CN1CCN(c2cccc(Cl)c2)CC1 (configuration not stated)	5	-6	.	-3	2.2	.	.	.	-8
COC(=O)c1cccc(NC(=O)CSc2nnc(-c3ccco3)o2)c1	0	-8	-6	-5	-2.0	12	2	100	14
CC(=O)c1ccc2c3c(cccc13)C(=O)N(CCc1ccccc1)C2=O	3	-4	32	-2	6.1	-14	7	103	1
Cc1nsc(Nc2ccc([N+](=O)[O-])cc2)c1C#N	5	-4	24	-6	22	-20	3	103	25
CCN(CC)S(=O)(=O)c1cccc(-c2nnc(SCC(=O)N3CCC(C(=O)O)CC3)n2N)c1	6	1	24	11	3.4	-2	-4	.	1
O=C(Nc1cccc(C(F)(F)F)c1)c1c(O)c2ccccc2[nH]c1=O	2	.	29	0	-0.4	2	-3	95	10
O=C(NCCn1c(C(F)(F)F)nc2ccccc21)[C@H]1CCCN1c1nc(CN2CCCCC2)cs1	1	3	31	2	1.8	-9	3	95	3
O=C(NC1CCSc2ccccc21)c1ccccc1Br (configuration not stated)	-2	0	-16	-8	-1.1	-10	3	98	21

Quoted at random: three compounds from above.
SMILES	IDE act	GalR3 antag	PHOSPHO1 inh	M4 PAM	CRFR2-BP ag	pCIP destab	IDE inh	MEKK3 PB1 HTS	CRFBP-R2 block
O=C(C=C(C(=O)c1ccccc1)c1ccccc1)c1ccccc1	3	-6	.	-6	0.6	.	.	.	30
COC(=O)[C@H](CCSC)NS(=O)(=O)c1ccccc1Br	1	-10	22	9	-3.6	-8	-4	107	6
O=C(Nc1ccc2c(c1)OCO2)c1cc(-c2ccncc2)nc2ccccc12	4	3	5	0	0.4	1	4	97	-6

Following part.
SMILES	IDE act	GalR3 antag	PHOSPHO1 inh	M4 PAM	CRFR2-BP ag	pCIP destab	IDE inh	MEKK3 PB1 HTS	CRFBP-R2 block
C=CCc1ccc(OCCN2CCc3ccccc3C2)c(OC)c1	-7	-6	20	14	-3.4	-7	-2	101	-16
CCCOc1ccc(-c2cc(C(F)(F)F)c(C#N)c(SCC(=O)O)n2)cc1	-3	-3	-13	0	-5.2	7	-2	99	8
CCc1cc(-c2n[nH]c(=S)n2CC)cs1	-2	-1	53	0	3.9	0	0	81	14
CC(CCc1ccccc1)NC(=O)C(C)OC(=O)c1ccco1 (configuration not stated)	1	-4	.	5	-0.2	.	-2	.	1
O=[N+]([O-])C(/C=C(/Cl)[N+](=O)[O-])=C(N1CCCCC1)N1CCCCC1	0	-4	24	-22	-1.0	-14	6	102	2
O=C1Nc2ccc([N+](=O)[O-])cc2C1=Nc1cccc(CO)c1	9	-5	-20	11	1.7	14	.	81	0
CC(C)CC(COCc1cccc(Cl)c1)N1CCN(C(=O)c2ccc(C(F)(F)F)cc2)CCC1=O (configuration not stated)	-4	-7	-1	-6	-0.9	4	2	104	6
COC(=O)c1c(-c2ccco2)csc1NC(=O)C1CC=CCC1C(=O)O (configuration not stated)	5	-1	40	4	-1.0	-17	-1	103	3
Cc1ccc(OC(C)C(=O)Nc2ccccc2C(=O)NCc2cccnc2)cc1C (configuration not stated)	4	0	24	-6	-1.3	15	5	99	-11
CC[C@@]1(C(=O)OC)N[C@H](CN(C)C(C)=O)[C@@H]2C(=O)N(C)C(=O)[C@@H]21	7	0	.	-2	-0.2	.	-5	.	-4
CCCC(c1nnnn1Cc1ccc(OC)cc1)N1CCN(c2ccccc2OC)CC1 (configuration not stated)	-3	-3	7	2	-1.9	4	0	106	-22
OC(COc1ccc(CNCCc2ccc(C(F)(F)F)cc2)cc1)CN1CCCCC1 (configuration not stated)	0	-10	44	-24	0.0	-23	-3	107	-10
CN(Cc1nccs1)C(=O)c1ccc2nc(Cc3ccccc3F)oc2c1	3	-1	20	9	-1.5	-19	0	97	-5
O=C(NNC(=S)Nc1cccc(C(F)(F)F)c1)c1cccc(Cl)c1	2	-5	7	-8	16	-21	-3	100	41
Cc1cc(C#Cc2c(-c3ccccc3)n(C)c3ccccc23)ccc1F	3	-3	15	8	24	-6	1	103	-21
Cc1sc(-c2ccccn2)nc1OC(=O)c1cccc(Cl)c1Cl	8	-5	-15	23	2.5	0	2	105	-28
C[C@H](NC(=O)c1nc[nH]c1C(=O)NCC(=O)OC(C)(C)C)C(=O)OCc1ccccc1	5	-3	-2	-8	5.0	-14	1	100	1
O=S(=O)(NC12CC3CC(CC(C3)C1)C2)c1ccc(F)cc1	6	-7	6	-11	-0.4	-8	-2	110	-15
Cc1oc(-c2ccc(-c3ccccc3)cc2)nc1CN(CCO)C(C)C	6	-8	29	-5	0.9	9	0	96	-2
COc1cc(OC)nc(Oc2ccccc2C(=O)Oc2ccc(F)cc2Cl)n1	4	-2	-1	-2	0.6	-3	0	101	8
CCC(C)(C)NC(=O)CN(Cc1cccs1)C(=O)CNS(=O)(=O)c1ccc(C)cc1	4	-1	-11	4	-1.1	-6	2	97	-6
O=S1(=O)N=C(N(CCO)/N=C/c2ccccc2F)c2ccccc21	-2	-6	28	-9	-0.7	6	-9	99	1
COc1ccc(NC(=O)C(c2ccc(C)cc2)N(C)C(=O)c2cnccn2)cc1 (configuration not stated)	3	-2	37	-1	-0.5	0	1	99	11

High-throughput results from PubChem.
